GLA spleen mod: qHTS Assay for Inhibitors and Activators of Human alpha-Galactosidase From Spleen Homogenate. actives 0.008% (n = 240,000). AID 2107, 2009. Potency, µM (series often up to 80 µM), for the others: at the highest dose activity change, negative = inhibition, most hits filed as inhibitors. human spleen homogenate, 4MU-alpha-Gal fluorescence, 40 min. Alpha-galactosidase A (Homo sapiens), P06280;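 also: 0% = enzyme with vehicle and -100% = no enzyme basal signal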
Target sequence (P06280 32-429 limits assumed): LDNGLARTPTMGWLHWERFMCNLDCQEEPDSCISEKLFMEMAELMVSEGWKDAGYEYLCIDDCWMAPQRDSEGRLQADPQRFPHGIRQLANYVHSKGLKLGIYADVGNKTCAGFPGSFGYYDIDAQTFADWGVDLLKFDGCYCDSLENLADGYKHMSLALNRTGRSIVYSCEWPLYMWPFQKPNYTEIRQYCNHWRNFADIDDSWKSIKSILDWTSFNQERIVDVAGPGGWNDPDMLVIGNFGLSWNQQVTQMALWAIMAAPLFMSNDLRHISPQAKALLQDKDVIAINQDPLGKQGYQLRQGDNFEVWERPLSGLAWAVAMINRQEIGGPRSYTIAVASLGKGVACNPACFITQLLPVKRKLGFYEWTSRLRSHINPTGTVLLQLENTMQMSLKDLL
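Fluorogenic readout (Ex 365/Em 440 nm) of 4-methylumbelliferone released from 1 mM 4-MU-alpha-galactoside by spleen homogenate, 40 min at 37C, pH 5.0. Data normalized to no-enzyme and enzyme controls; Hill-equation AC50 from compound titrations.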
TRb SRC2 PPI: qHTS for Inhibitors of the Interaction of Thyroid Hormone Receptor and Steroid Receptor Coregulator 2. Thyroid hormone receptor beta (Homo sapiens), P10828. TRbeta-SRC2 peptide binding, fluorescence polarization; receptor liganded with 1 µM T3. Potency, µM (titrated, usually from 106 µM), for the others: at the highest dose activity change, negative = inhibition, most hits filed as inhibitors. actives 0.065% (n = 280,000);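 also: plate controls were bound peptide for no effect and peptide without receptor for full effect; nearly all actives have a fitted effect of over 50% in size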
Target sequence (P10828 whole entry, looked up): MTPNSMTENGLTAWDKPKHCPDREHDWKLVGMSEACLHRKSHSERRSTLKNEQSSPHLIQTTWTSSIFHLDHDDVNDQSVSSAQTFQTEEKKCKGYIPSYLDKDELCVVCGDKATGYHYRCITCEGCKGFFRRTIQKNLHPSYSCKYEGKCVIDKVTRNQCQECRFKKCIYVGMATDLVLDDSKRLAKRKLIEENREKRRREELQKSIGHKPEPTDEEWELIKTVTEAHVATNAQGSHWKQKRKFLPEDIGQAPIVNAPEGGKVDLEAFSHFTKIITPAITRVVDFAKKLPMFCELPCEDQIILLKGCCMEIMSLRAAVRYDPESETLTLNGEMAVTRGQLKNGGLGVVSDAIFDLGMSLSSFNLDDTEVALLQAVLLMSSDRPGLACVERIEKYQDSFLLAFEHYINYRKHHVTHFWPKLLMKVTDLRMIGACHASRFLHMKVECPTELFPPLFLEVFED
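Compounds were added to 0.6 uM TRb ligand-binding domain and 20 nM Texas Red-labeled SRC2 peptide in Tris buffer containing 1 uM T3, incubated 5 hr at ambient temperature, then read by fluorescence polarization.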
ALDH1A1 block: qHTS Assay for Inhibitors of Aldehyde Dehydrogenase 1 (ALDH1A1). Purified ALDH1A1, NADH fluorescence, propionaldehyde substrate. actives 7.3% (n = 220,000). Aldehyde dehydrogenase 1A1 (Homo sapiens), P00352. AID 1030, 2008. Potency, µM (top dose mostly 75.3 µM), for the others: top-dose activity, negative = inhibition, most hits filed as inhibitors; active = well fitted inhibition curve with a large enough effect, not every such curve was filed as active; inconclusive = small, poorly fitted or top-dose-only effect, or another doubt; inactive = no such curve, though single readings can be large or run the other way;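 also: plate controls were no enzyme wells and a reference inhibitor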
Tau fibril ThT: qHTS for Inhibitors of Tau Fibril Formation, Thioflavin T Binding; actives 2.1% (n = 270,000); recombinant tau K18 P301L, heparin-induced fibrillization, ThT fluorescence; Potency, µM (titrated, usually from 57.4 µM), inactives show at the top dose activity, negative = inhibition, hits mostly inhibitors; Microtubule-associated protein tau (Homo sapiens), P10636; also: nearly all actives have a fitted effect of over 55% in size
Target sequence (P10636 561-689 P618L limits assumed): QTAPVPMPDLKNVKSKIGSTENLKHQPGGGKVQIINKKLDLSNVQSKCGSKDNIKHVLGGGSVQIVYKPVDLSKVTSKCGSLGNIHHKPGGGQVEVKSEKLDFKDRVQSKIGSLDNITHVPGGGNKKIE
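K18 P301L tau (15 uM + 0.24 uM Alexa 594-tagged), heparin 20 uM, NaOAc pH 7, 6 h 37 C; ThT 30 uM, 1 h RT, ex 450/em 510 nm.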
L3MBTL1 inh: qHTS Assay for the Inhibitors of L3MBTL1 | Lethal(3)malignant brain tumor-like protein 1 (Homo sapiens), Q9Y468 | actives 0.66% (n = 230,000) | AlphaScreen L3MBTL1–H3K9me1 peptide binding | AID 485360, 2010 | Potency, µM (series often up to 57.1 µM), for inactives: top-dose activity, negative = inhibition, most hits filed as inhibitors; also: nearly all actives have a fitted effect of over 60% in size
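Read-out is AlphaScreen signal from streptavidin donor and nickel chelate acceptor beads (10 ug/mL final each) bridging L3MBTL1 (50 nM) and biotinylated K9-monomethylated H3(1-15) peptide (75 nM), after 30 min compound exposure at room temperature.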
Tau fluor counter: Counterscreen qHTS for Inhibitors of Tau Fibril Formation, Fluorescence Polarization; tau K18 P301L Alexa594 fluorescence, heparin fibrillization; Potency, µM (top dose mostly 57.7 µM), inactives show at the highest dose activity change, negative = decrease; actives 0.93% (n = 280,000); AID 1463, 2008; also: nearly all actives have a fitted effect of over 55% in size
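Human tau K18 P301L (15 uM unlabeled, 0.24 uM Alexa 594-labeled) in 100 mM sodium acetate pH 7 with 20 uM heparin, 6 hr at 37 C. ThT 30 uM added, 1 hr ambient; Alexa 594 FP and total fluorescence read at 555/632 nm.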
Tau FP inhib: qHTS for Inhibitors of Tau Fibril Formation, Fluorescence Polarization. Microtubule-associated protein tau (Homo sapiens), P10636. K18 P301L tau heparin fibrillization, Alexa594 FP, 6 h. Potency, µM (highest dose often 57.7 µM), inactives show at the highest dose activity, negative = inhibition, usual class: inhibitors. actives 0.39% (n = 280,000). AID 1468, 2008; also: nearly all actives have a fitted effect of over 55% in size
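Heparin (20 uM) drove fibril formation of recombinant tau K18 P301L, 15 uM unlabeled with 0.24 uM Alexa 594 label, for 6 hr at 37 C in 100 mM sodium acetate pH 7. Fluorescence polarization (555/632 nm) read 1 hr after 30 uM ThT.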
TexasRed fluor: Total Fluorescence Counterscreen for Inhibitors of the Interaction of Thyroid Hormone Receptor and Steroid Receptor Coregulator 2; TRb/SRC2 Texas Red total fluorescence interference; Potency, µM (highest dose often 106 µM), for inactives: at the highest dose fluorescence change, negative = quenching; actives 0.29% (n = 280,000); active = well fitted curve in either direction with a large enough effect; inconclusive = small, poorly fitted or top-dose-only effect
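Flags fluorescent or light-absorbing compounds by total fluorescence, S + 2P, at 555 nm excitation and 632 nm emission. Mixture: 20 nM Texas Red SRC2 peptide, 0.6 uM human TRb LBD, 1 uM T3, 5% DMSO; compound exposure 5 h at ambient temperature.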
An asterisk follows results filed as active; ? = inconclusive; / = no result given; [ ] = another dose, or the depositor's remark. Unless noted, calls follow the shape of the dose curve; as a rule, active = well fitted curve in the direction sought with a large enough effect; inconclusive = small, poorly fitted or top-dose-only effect, or another doubt; inactive = no such curve, though single readings can be large; an effect the other way counts as inactive or inconclusive. Unless noted, % is scaled to controls: 0 for no effect and ±100 for the full control effect; potency is read from the fitted curve at half-maximal effect.

SMILES	GLA spleen mod	TRb SRC2 PPI	ALDH1A1 block	Tau fibril ThT	L3MBTL1 inh	Tau fluor counter	Tau FP inhib	TexasRed fluor
O=C(Cn1cnc2c(nnn2Cc2ccccc2F)c1=O)OCc1ccccc1	2%	-2%	?	-15%	-4%	-12%	3%	0%
Cc1ccc(S(=O)(=O)Nc2ccc(S(=O)(=O)NC(C)(C)C)cc2)cc1	-5%	-22%	?	-7%	/	-19%	-12%	-1%
CCOC(=O)c1c(-c2ccc(OC)cc2)csc1/N=C/N(C)C	-19%	-4%	2%	-2%	-1%	-5%	4%	0%
O=C(COc1ccc2ccccc2c1Br)N1CCOCC1	-2%	2%	5%	-5%	?	-5%	-1%	2%
Cc1cccc(C)c1OCC(=O)NCc1nnc(SCC(=O)NC2CCCCC2C)n1C (stereo unspecified)	10%	3%	-1%	-11%	5%	0%	7%	1%
Nc1sc(-c2ccccc2)c(Cc2ccccc2)c1C(=O)O	-4%	1%	10µM*	-15%	/	?	2%	0%
CCCCCc1c(O)nc(SCC(=O)NCC2CCCO2)[nH]c1=O (stereo unspecified)	26%	-12%	4%	-9%	-8%	-6%	-6%	0%
CS(=O)(=O)N(CC(=O)NCCc1ccccc1)c1cccc([N+](=O)[O-])c1	-3%	-4%	5%	4%	1%	-5%	1%	-2%
N#C/C(=C\c1ccc(Cl)cc1)c1nc2ccccc2[nH]1	/	-2%	/	-10%	/	-9%	-14%	?
FC(F)C(F)(F)C1=CC(c2cccs2)=NCCN1	-5%	-6%	?	-15%	/	-3%	-1%	-3%
CCOc1ccccc1CNCCOC	0%	9%	2%	3%	10%	-1%	-3%	0%
Cc1cc(C)c(S(C)(=O)=O)c(=O)[nH]1	-6%	-10%	6%	-12%	-1%	7%	10%	-3%
CCOC(=O)N1CCC(NC(=O)C2=C(C)C(=O)OC23CCC(C)CC3)CC1 (stereo unspecified)	0%	1%	-4%	0%	40%[activator]	2%	2%	-3%
Cc1cccc(OCC(=O)NCC(=O)N/N=C/c2cc(Br)ccc2OCc2ccccc2)c1	-2%	8%	-3%	-5%	-2%	-19%	-11%	-3%
Cc1cccc(NC(=O)CSc2nc3c([nH]c4ccccc43)c(=O)n2-c2cc(C)cc(C)c2)c1	/	5%	/	-15%	/	-5%	3%	1%

Quoted from the listing.
Nc1sc(-c2ccccc2)c(Cc2ccccc2)c1C(=O)O in Tau fibril ThT is entered as -15%
CCOC(=O)N1CCC(NC(=O)C2=C(C)C(=O)OC23CCC(C)CC3)CC1 (stereo unspecified) in Tau FP inhib is entered as 2%
N#C/C(=C\c1ccc(Cl)cc1)c1nc2ccccc2[nH]1 in Tau fibril ThT is entered as -10%
O=C(Cn1cnc2c(nnn2Cc2ccccc2F)c1=O)OCc1ccccc1 in Tau FP inhib is entered as 3%
CCOc1ccccc1CNCCOC in Tau FP inhib is entered as -3%

Following part.
SMILES	GLA spleen mod	TRb SRC2 PPI	ALDH1A1 block	Tau fibril ThT	L3MBTL1 inh	Tau fluor counter	Tau FP inhib	TexasRed fluor
CCN(c1ccccc1)S(=O)(=O)c1ccc(Cl)c(NC(=O)CSc2nnc(C)s2)c1	3%	-6%	-11%	-6%	-2%	-26%	4%	0%
O=C(Cn1cc(SCc2ccccc2Cl)c2ccccc21)N1CCCCCC1	/	11%	/	-12%	/	-19%	8%	-1%
COc1cccc(/C=N/NC(=O)C(=O)NCc2cccnc2)c1OC	-3%	0%	16µM*	-9%	-3%	-11%	-6%	-1%
S=c1[nH]nc(-c2cccnc2)n1/N=C/C(Cl)=C\c1ccccc1	-1%	-7%	2%	?	1%	-18%	-7%	-5%
Cc1ccc2oc(-c3ccco3)cc(=O)c2c1	6%	0%	?	-17%	4%	-7%	-3%	0%
Cc1nn2c(=O)cc(COC(=O)c3cccc(NC(=O)c4ccc(F)cc4)c3)nc2s1	/	-2%	/	?	/	-6%	-2%	0%
Oc1ccccc1C1OCC2(CO1)COC(c1ccccc1O)OC2 (stereo unspecified)	-2%	1%	8%	8%	2%	10%	5%	-4%
CCOc1ccc(N2CSC(=S)N(c3ccc(OCC)cc3)C2)cc1	4%	-8%	/	?	-15%	-12%	-2%	-5%
COc1cc(OC)c2c(C)c(CC(=O)N3CCCCC3)c(=O)oc2c1	/	-1%	/	-8%	/	-12%	-9%	-22%
Cc1ccc(S(=O)(=O)N2CCCC2C(=O)OCc2nc3sc(C)c(C)c3c(=O)[nH]2)cc1 (stereo unspecified)	-10%	1%	-11%	-17%	-3%	-10%	1%	3%
Nc1nc2ccccc2n1/N=C/c1ccc([N+](=O)[O-])s1	0%	8%[53 µM]	-6%	?	-6%	-7%	-6%	-1%[53 µM]
Cc1ccc(Cl)cc1N1CCN(CC(=O)NC2CCCc3ccccc32)CC1 (stereo unspecified)	-5%	-5%	-12%	7%	-6%	-1%	4%	9%
Cc1cccc(S(=O)(=O)c2c(N)n(-c3ccccc3)c3nc4ccccc4nc23)c1	?	6%	?	?	6%	?	3%	0%
CCCNC(=O)NC(=O)COc1ccc2oc3ccccc3c2c1	-9%	-11%	?	?	/	-18%	-3%	-2%
O=C(CN1CCCCC1)Nc1ccc(N2CCCCCC2)cc1	4%	3%	?	?	-16%	-12%	9%	-2%
Cc1ccccc1NCC(=O)N/N=C/c1c(C)c(C(=O)c2ccc(Cl)cc2)n2ccccc12	12%	-6%	?	?	-3%	?	10%	-1%
COc1ccc(-c2cc3ccc(O)c(CN4CCOCC4)c3oc2=O)cc1OC	/	0%	/	5%	/	-10%	0%	-5%
COc1ccc(C(=O)N2CCN(C(=O)CC(C)C)CC2)cc1OC	11%	9%	-8%	-12%	9%	-3%	-1%	1%
CCOCCCNC(=S)NNC(=O)CCn1nc(C)c(Br)c1C	-2%	-3%	-11%	0%	/	-4%	-4%	-2%
Cc1ccc(C(=O)COC(=O)C2CC(=O)N(c3nc(-c4ccccc4)cs3)C2)cc1 (stereo unspecified)	8%	-8%	-1%	-24%	/	-27%	-8%	-4%
O=C1NCCCC1C(=O)N1CCN(C(=O)c2ccco2)CC1 (stereo unspecified)	-2%	-14%	-6%	-2%	-1%	1%	1%	-2%
Cc1c(-c2ccc(Br)cc2)nc2ccccn12	0%	0%	-14%	?	3%	-11%	2%	1%
COc1cc(-c2noc(-c3ccco3)n2)cc(OC)c1OC	0%	-2%	-6%	?	1%	-15%	-7%	0%
CCOC(=O)c1sc2nc(NC(=O)COc3ccccc3)sc2c1C	3%	2%	?	?	-4%	-24%	-3%	-3%
COc1cc(/C=C2/CCc3ccccc3C2=O)cc(OC)c1OC	-2%	2%	?	?	-1%	-14%	-4%	-3%
COc1ccc(CNC(=O)C(=O)NCC(c2cccnc2)N2CCN(c3ccccc3)CC2)cc1 (stereo unspecified)	/	-3%	/	0%	/	-2%	-1%	10%
O=C(Cn1c(-c2cscn2)nc2ccccc21)Nc1ccc2ccccc2c1	8%	0%	1%	?	-14%	?	-15%	-2%
O=C(C1CCCN1C(=O)c1cccs1)N1CCN(Cc2ccc3c(c2)OCO3)CC1 (stereo unspecified)	-3%	1%	11%	-12%	5%	-4%	9%	-2%
CC1CCCN(S(=O)(=O)c2ccc(C(=O)Nc3nnc(-c4ccncc4)o3)cc2)C1 (stereo unspecified)	-1%	4%	?	5%	/	3%	-1%	-2%
C[C@@H]1CC[C@H]2C(=O)NC[C@@H](O)CN2[C@@H]1c1ccc(Br)cc1	8%[17.5 µM]	1%[11.2 µM]	1%[13.5 µM]	-19%[11.5 µM]	/	-23%[11.6 µM]	-15%[11.6 µM]	1%[11.2 µM]

3 structures already listed, sorted by number of heavy atoms, largest number first:
SMILES	GLA spleen mod	TRb SRC2 PPI	ALDH1A1 block	Tau fibril ThT	L3MBTL1 inh	Tau fluor counter	Tau FP inhib	TexasRed fluor
CCOC(=O)c1sc2nc(NC(=O)COc3ccccc3)sc2c1C	3%	2%	?	?	-4%	-24%	-3%	-3%
CCOCCCNC(=S)NNC(=O)CCn1nc(C)c(Br)c1C	-2%	-3%	-11%	0%	/	-4%	-4%	-2%
Cc1c(-c2ccc(Br)cc2)nc2ccccn12	0%	0%	-14%	?	3%	-11%	2%	1%

Remaining list, next part:
SMILES	GLA spleen mod	TRb SRC2 PPI	ALDH1A1 block	Tau fibril ThT	L3MBTL1 inh	Tau fluor counter	Tau FP inhib	TexasRed fluor
COc1ccc(Br)cc1S(=O)(=O)Nc1cccc(C)n1	0%	1%	-5%	-5%	1%	0%	0%	0%
Cc1ccc(-c2cc(C(=O)Nc3ccc(S(=O)(=O)Nc4onc(C)c4C)cc3)[nH]n2)c(O)c1	5%	2%	/	?	-1%	-27%	-3%	1%
O=C(Cn1cnc([N+](=O)[O-])n1)N/N=C/c1ccc(O)cc1O	7%	-7%	?	16%	/	7%	-2%	-6%
Cn1c(CCN2CCCCC2)nc2cc(NC(=O)C3CCCCC3)ccc21	1%	3%	-3%	6%	4%	1%	9%	0%
CN(C)/C=C1\C(=O)N(c2ccc(Oc3ccccc3)cc2)CS1=O (stereo unspecified)	7%	2%	-8%	-6%	4%	3%	6%	4%
COc1ccc(OC)c(NC(=O)C2CCN(S(=O)(=O)c3c(C)noc3/C=C/c3ccc(C)cc3)CC2)c1	/	-8%	/	-1%	/	-27%	-11%	-6%
CCC(Sc1nc2ncccc2[nH]1)C(=O)Nc1cccc(OC)c1 (stereo unspecified)	/	3%	/	-5%	/	-13%	-3%	5%
CCOc1ccccc1NC(=O)C1CC(=O)n2ncnc2N1 (stereo unspecified)	4%	-9%	7%	-5%	/	-4%	2%	0%
CCN1CCN(C(=S)Nc2ccc(Cl)cc2)CC1	-5%	-1%	2%	-16%	-3%	-12%	-6%	-1%
Cc1cccc(C)c1NC(=O)COC(=O)c1nonc1N	6%	0%	4%	-4%	3%	-4%	-8%	0%

High-throughput results (PubChem BioAssay)
